From PubChem BioAssay
LYPLA1 counter: LYPLA1 (human) inhibition in PME1 counter-screen | inhibition, % at 5.9 µM | O75608 | AID 2174 | hit rate 0.16% among 320,000 | recombinant LYPLA1, FP-Rh probe fluorescence polarization;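 active = inhibition above the mean of all tested compounds plus 3 SD, set per campaign, cut at about 14% in these data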;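 note: inhibitors block serine hydrolase probe labeling of LYPLA1 so polarization falls; 0% = enzyme with DMSO and 100% = wells lacking LYPLA1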
PAFAH2 FP inh: inhibitors of human PAFAH2. recombinant PAFAH2, FP-rhodamine activity probe, fluorescence polarization. Q99487. inhibition, % at 3.39 µM. hit rate 0.99% among 340,000;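 active = inhibition above the mean over all tested compounds plus 3 SD, cut at about 30% in these data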;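 note: inhibitors block probe labeling of enzyme so polarization drops; 0% = enzyme with DMSO and 100% = wells lacking PAFAH2 protein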
PREPL inhibitor: inhibitors of human prolyl oligopeptidase-like enzyme PREPL; Q4J6C6; recombinant PREPL, fluorescence polarization activity-based probe; inhibition, % at 5.96 µM; hit rate 0.68% among 320,000; AID 2751; in the data active = inhibition above about 43%;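 note: 0% = enzyme with DMSO and 100% = wells lacking enzyme; many of its hits are not listed in these tables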
pPAFAH FP inh: pPAFAH (human) enzyme inhibition; Q13093; recombinant pPAFAH, FP-rhodamine probe fluorescence polarization; inhibition, % at 3.39 µM; hit rate 1.5% among 330,000;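 active = inhibition above the mean inhibition across the screen plus 3 SD, cut at about 25% in these data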;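 note: inhibitors block binding of the rhodamine activity-based probe so polarization drops; 0% = enzyme with DMSO and 100% = wells lacking pPAFAH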
PAFAH1B2 inh: PAFAH1B2 (human) inhibition. P68402. recombinant PAFAH1B2, FP-rhodamine activity probe, fluorescence polarization. inhibition, % at 3.39 µM. hit rate 1.2% among 340,000. AID 492953;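 active = inhibition above the mean of all tested compounds plus 3 SD, cut at about 24% in these data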;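 note: 0% = enzyme with DMSO and 100% = wells lacking PAFAH1B2; many of its hits are not listed in these tables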
Target sequence (P68402 whole entry, looked up): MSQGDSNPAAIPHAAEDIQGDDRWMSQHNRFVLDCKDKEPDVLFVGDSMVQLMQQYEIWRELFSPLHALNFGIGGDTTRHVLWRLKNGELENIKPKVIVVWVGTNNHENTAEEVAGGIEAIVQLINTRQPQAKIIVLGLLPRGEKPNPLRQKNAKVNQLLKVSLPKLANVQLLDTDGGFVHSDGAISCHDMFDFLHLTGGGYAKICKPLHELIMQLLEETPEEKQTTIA
ZTA DNA inh: counter-screen for EBNA-1 inhibitors: inhibitors of Epstein-Barr virus ZTA. inhibition, % at 11 µM. AID 2234. ZTA-DNA binding, fluorescence polarization. P03206. hit rate 0.15% among 320,000; in the data active = inhibition above about 33%
Target sequence (P03206 whole entry, looked up): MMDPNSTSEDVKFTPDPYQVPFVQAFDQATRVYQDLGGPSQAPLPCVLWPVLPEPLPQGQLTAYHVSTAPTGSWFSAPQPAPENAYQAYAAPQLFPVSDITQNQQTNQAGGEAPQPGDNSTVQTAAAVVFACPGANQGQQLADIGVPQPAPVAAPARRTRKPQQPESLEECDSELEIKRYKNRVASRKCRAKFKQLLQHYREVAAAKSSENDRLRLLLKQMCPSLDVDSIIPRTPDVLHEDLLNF
PAFAH1B3 inh: blocks human PAF acetylhydrolase 1B catalytic subunit 3 | Q15102 | recombinant PAFAH1B3, FP-rhodamine probe, fluorescence polarization | inhibition, % at 3.39 µM | hit rate 0.28% among 340,000 | AID 492972;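 active = inhibition above the screen-wide average of all tested compounds plus 3 SD, cut at about 25% in these data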;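 note: 0% = enzyme with DMSO only and 100% = wells lacking PAFAH1B3 protein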
Target sequence (Q15102 whole entry, looked up): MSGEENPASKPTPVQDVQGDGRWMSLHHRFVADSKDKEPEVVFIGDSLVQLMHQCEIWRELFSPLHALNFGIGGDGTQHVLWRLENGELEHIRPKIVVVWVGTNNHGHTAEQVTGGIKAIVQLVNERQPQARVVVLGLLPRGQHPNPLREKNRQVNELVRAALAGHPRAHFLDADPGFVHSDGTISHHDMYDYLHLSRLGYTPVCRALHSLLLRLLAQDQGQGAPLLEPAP
EBNA-1 inh: blocks EBNA-1 binding to DNA | inhibition, % at 14.8 µM | EBNA-1 DNA binding, fluorescence polarization | hit rate 0.34% among 300,000; in the data active = inhibition above about 28%
LYPLA2 counter: blocks human lysophospholipase 2, a PME1 counter-screen. recombinant LYPLA2, FP-Rh probe fluorescence polarization. inhibition, % at 5.9 µM. hit rate 0.38% among 320,000;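 active = inhibition above the screen-wide mean plus 3 SD, limit set per campaign, cut at about 26% in these data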;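 note: 0% = LYPLA2 with DMSO and 100% = wells lacking LYPLA2 enzyme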
Target sequence (O95372 whole entry, looked up): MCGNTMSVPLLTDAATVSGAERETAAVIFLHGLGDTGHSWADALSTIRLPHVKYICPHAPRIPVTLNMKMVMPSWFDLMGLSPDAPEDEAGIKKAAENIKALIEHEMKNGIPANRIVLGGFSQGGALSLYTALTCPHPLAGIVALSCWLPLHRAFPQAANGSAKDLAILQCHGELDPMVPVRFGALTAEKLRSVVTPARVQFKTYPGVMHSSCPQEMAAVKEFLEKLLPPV
Numbers without * were called inactive; / = no result given. Some of the compounds tested; rates above refer to the full screens.

# | smiles | LYPLA1 counter | PAFAH2 FP inh | PREPL inhibitor | pPAFAH FP inh | PAFAH1B2 inh | ZTA DNA inh | PAFAH1B3 inh | EBNA-1 inh | LYPLA2 counter
1 | COC(=O)c1cc(NC(=O)C2(S(=O)(=O)c3ccc(Cl)cc3)CC2)cc(C(=O)OC)c1 | -7 | -7 | -1 | -1 | 0 | -17 | 0 | 3 | -2
2 | CC1CCCC(C)N1C(=O)CN1C(=O)C(C)(C)Oc2ccc(C(=O)NC3CCCC3)cc21 (stereo unspecified) | 5 | -1 | 5 | 5 | 5 | 1 | 4 | 15 | 7
3 | CC1(C)CC(=O)C2=C(C1)Nc1cc(Cl)ccc1S2 | 2 | 12 | 23 | 3 | 2 | -11 | 12 | -11 | -2
4 | CSCCC(NC(=O)c1ccccc1Cl)C(=O)N1CCC1 (stereo unspecified) | 1 | 5 | 3 | -1 | 2 | -2 | 4 | 10 | 0
5 | O=C(C1COc2ccccc2O1)N1CCN(Cc2ccc(Br)cc2F)CC1 (stereo unspecified) | -5 | 0 | -6 | 5 | 6 | -10 | 5 | -4 | -2
6 | Cc1ccc(-c2nc(C#N)c(NCCN3CCCCC3)o2)cc1 | 0 | -12 | -3 | 2 | 6 | -5 | 9 | 13 | -1
7 | CCc1ccc(CN(C)C(=O)CCc2nnc(CCc3ccccc3OC)o2)nc1 | 0 | 0 | 15 | -6 | 1 | 6 | 9 | -10 | -2
8 | CCCNC(=O)C(=O)Nc1cc2c3c(c1)CCC(=O)N3CCC2 | -5 | -2 | 2 | -7 | -1 | -1 | 3 | -21 | -7
9 | O=c1c(-c2ccccc2)c(O)cc(-c2ccncc2)n1-c1ccc(Cl)cc1 | -1 | 1 | 1 | -5 | 8 | -4 | 5 | -12 | -2
10 | CC(Oc1cccc(Cl)c1)c1ccnc2nc(/N=C/N(C)C)nn12 (stereo unspecified) | -1 | -7 | -7 | 2 | -7 | -3 | 8 | -8 | -1
11 | COc1ccc(CNC(=O)C(NC(C)=O)C(=O)Nc2ccc(OC)cc2)cc1 (stereo unspecified) | 1 | 4 | 5 | 7 | 1 | -5 | 5 | 10 | 4
12 | CCCSc1ccc([C@H]2N[C@@](CC(C)C)(C(=O)OC)[C@H]3C(=O)N(C)C(=O)[C@@H]23)cc1 | -2 | 0 | 3 | 0 | 1 | -14 | 7 | 6 | 4
13 | OCC[C@H]1C[C@H](O)[C@@H](O)[C@@]2(CCCCO2)O1 | -3 | 1 | 1 | 1 | 4 | 0 | 8 | -3 | -9
14 | O=C1CCC(C(=O)N2CCN(c3ccccc3)CC2)CN1CC1CCCCC1 (stereo unspecified) | -2 | 1 | 14 | -1 | 0 | -14 | 7 | -5 | 0
15 | CN(Cc1ccc(Cl)s1)C(=O)CSc1nnc(C2CC2)n1C1CC1 | 4 | -6 | 15 | 0 | -5 | 3 | 8 | / | 2
16 | Cc1ccc2c(CN(C)Cc3cccc(Cl)c3)cc(=O)oc2c1C | -5 | 1 | -6 | -3 | 4 | -1 | 0 | -16 | -7
17 | COc1ccc(CNC(=O)C/C(C)=N/NC(=O)COc2ccccc2)cc1 | 1 | 1 | -2 | -1 | -2 | 1 | 5 | 5 | -1
18 | Cc1nc(/C(N)=N/OC(=O)c2ccccc2Cl)c(C(F)(F)F)o1 | 1 | 6 | -24 | 0 | 6 | -11 | 14 | 8 | 6
19 | COc1ccc(CN=C2NC(=O)CC(C(=O)Nc3ccccc3C)S2)cc1 (stereo unspecified) | -1 | -1 | 1 | 7 | 13 | -5 | 5 | 11 | 6
20 | CC(Sc1nnc(-c2ccco2)n1C)C(=O)Nc1nccs1 (stereo unspecified) | 0 | 5 | 0 | 4 | 2 | 11 | -1 | 7 | -1
21 | Cc1[nH]c2ccccc2c1CN1CCc2ccccc2C1 | 0 | -8 | 34 | 4 | 2 | 3 | 14 | 6 | 3
22 | N#C/C(=C\c1cccnc1)C(=O)Nc1ccc(SC(F)F)cc1 | -5 | -5 | -13 | 1 | 1 | 7 | -4 | -5 | -8
23 | Cc1cc(/C=C2\C(=N)N3N=CSC3=NC2=O)c(C)n1Cc1ccccc1 | -1 | 1 | 20 | 14 | 14 | 8 | -2 | 10 | 0
24 | O=C(NCc1ccc(Cl)cc1)C(=O)Nc1nccs1 | 0 | 4 | -1 | 5 | 7 | -3 | 3 | 3 | 0
25 | Cc1nc2scc(C)n2c(=O)c1S(=O)(=O)NCCc1ccccc1 | 1 | 6 | -53 | 3 | 4 | -4 | 12 | 4 | 1
26 | Cc1nc2nc[nH]n2c(=O)c1CCOC(=O)c1ccccc1F | -1 | 2 | -8 | -1 | 6 | -26 | 13 | -13 | -2
27 | O=C(NCc1ccc2c(c1)OCO2)c1cc(-c2ccncc2)nc2ccccc12 | -5 | 1 | -14 | 1 | -2 | -6 | 9 | 2 | 1
28 | O=C(CCS(=O)(=O)c1ccc(Br)s1)NCc1ccccc1 | -1 | -2 | 9 | 2 | 7 | 2 | 10 | 1 | -3
29 | Cc1nc(Nc2cccc(O)c2)c2c3c(sc2n1)CCC3 | 4 | 8 | 18 | 3 | -2 | 2 | 0 | -1 | -6
30 | Cc1ccc(NC(=O)C2=C(O)c3ccccc3N(C)S2(=O)=O)cc1 | -1 | -1 | -6 | 3 | 1 | 12 | 4 | 10 | 1
31 | Cc1ccc(/C=C(\NC(=O)c2ccccc2)C(=O)NCCc2ccccn2)o1 | -2 | -4 | 5 | 6 | 2 | 0 | 0 | -3 | 1
32 | CCn1cc(C(=O)N[C@H](C(=O)NCCCO)C(C)C)c(=O)c2cc3c(cc21)OCO3 | -2 | -2 | 3 | 1 | 4 | -6 | 13 | -18 | -11
33 | Cc1ccc(NC(=S)N(CCCN2CCC(C)CC2)Cc2ccco2)cc1C | -3 | -6 | 22 | 0 | 3 | -9 | 5 | 1 | 3
34 | COc1ccc(CN2CCC(CO)(Cc3cccc(C(F)(F)F)c3)CC2)cc1Cn1cccn1 | 1 | 2 | 9 | 4 | 2 | -12 | -2 | 0 | 3
35 | Cc1ccc(N2C(=O)CSC23C(=O)Nc2ccccc23)cc1 (stereo unspecified) | -3 | -7 | 1 | 2 | 4 | 13 | 4 | 0 | 4
36 | O=[N+]([O-])c1ccc(S(=O)(=O)N2CCN(Cc3c[nH]c4ccccc34)CC2)cc1 | 0 | -6 | 13 | 6 | 3 | 6 | 4 | 17 | 17
37 | COCCNc1nnc(SCC(=O)N2CCN(S(=O)(=O)c3ccccc3)CC2)s1 | -2 | -6 | 0 | 1 | 2 | 1 | 4 | -7 | 0
38 | Cc1cc(C)c(C)c(OCC(=O)O/N=C(\N)c2cccnc2)c1 | -2 | -1 | 8 | -3 | 0 | -12 | 4 | 5 | 4
39 | CN(Cc1ccccc1)C(=O)C1CCN(S(C)(=O)=O)CC1 | -2 | -11 | -1 | 6 | 1 | -9 | 7 | 4 | 3
40 | Cc1ccc(OCc2cc(C(=O)N(C)CCc3ccccc3)no2)cc1C | 2 | 1 | -8 | 0 | 1 | 4 | -1 | -2 | -6
41 | Cc1cccc(C(=O)NC2CC3CCCC(C2)N3Cc2ccccc2)c1 (stereo unspecified) | -2 | -3 | -10 | 1 | 0 | -5 | -1 | 6 | -4
42 | COc1ccc(CNC(=O)/C=C/c2ccc(S(=O)(=O)N3CCOCC3)cc2)cc1 | -2 | 2 | -6 | 5 | 4 | 6 | 0 | 1 | -1
43 | CN(C)C(CNC(=O)CCOc1ccccc1)c1ccco1 (stereo unspecified) | 0 | 5 | 16 | 5 | 0 | 8 | 4 | -1 | -5
44 | COc1ccc(N2CC(C(=O)N3CCC(c4nc5ccccc5[nH]4)CC3)CC2=O)cc1 (stereo unspecified) | 4 | -3 | 15 | -1 | -4 | -2 | -3 | 7 | 4
45 | Nc1nc(SC23CC4CC(CC(C4)C2)C3)ns1 | 2 | 11 | 18 | 7 | 25* | -17 | 5 | -5 | 5
46 | Cc1cc(C)nc(Nc2n[nH]c(-c3ccccc3C)n2)n1 | -4 | 8 | -3 | 1 | 4 | 8 | 13 | -5 | -9
47 | COC(=O)c1ccccc1N(C)C(=O)C12CCC(C)(C(=O)O1)C2(C)C (stereo unspecified) | 0 | -2 | 4 | -1 | 1 | 6 | 0 | 4 | 12
48 | Clc1ccc(-n2ncc3c(NCc4cccs4)ncnc32)cc1 | -4 | -6 | -7 | 3 | 10 | -9 | 7 | 7 | 4
49 | O=C(Nc1c(F)cc(F)cc1Br)c1ccco1 | 1 | 2 | 10 | 1 | 4 | 7 | 11 | 7 | 2
50 | CCOc1ccc(S(=O)(=O)NCC2CCCO2)cc1NC(=O)c1ccccc1F (stereo unspecified) | 5 | -6 | 2 | -2 | 0 | 5 | 6 | -1 | 3
51 | Cc1nn(-c2cc(Cl)ccc2N)c(=O)c2ccccc12 | 0 | 0 | 22 | 7 | 3 | -4 | 5 | 2 | 4
52 | CC(=O)c1ccc(NC(=O)c2ccc3c(c2)C(=O)N(c2ccccn2)C3=O)cc1 | 1 | -18 | 17 | -3 | 2 | -7 | 8 | 2 | 3
53 | OCCN(Cc1ccccc1)C(=S)Nc1ccc(Cl)cc1Cl | 1 | 3 | 8 | 3 | 9 | -17 | 8 | 5 | 1
54 | CS(=O)(=O)N(CCc1ccccc1)CC(=O)N1CCN(c2ccc(F)cc2)CC1 | -1 | 0 | -13 | -7 | 5 | -3 | 2 | -3 | 3
55 | CC(=O)C1=C(C)Nc2ncnn2C1c1ccccc1OCc1ccccc1 (stereo unspecified) | -2 | 8 | 5 | 1 | 2 | 7 | 10 | -1 | -2
56 | CCOC(=O)c1[nH]c2cc3c(cc2c1NC(=O)CN1CC(C)CC(C)C1)OCO3 (stereo unspecified) | 0 | 11 | 13 | 3 | 4 | -1 | 2 | -5 | 0
57 | C=CCn1cc(/C=N/NC(=O)COc2cccc3cccnc23)c2ccccc21 | -5 | -4 | 32 | 6 | 4 | 1 | 5 | 4 | -2
58 | COc1ccc(NC(=O)C2CCCN2C(=O)NCc2ccccc2)c(OC)c1 (stereo unspecified) | -1 | 3 | -5 | -5 | 2 | -12 | -3 | 5 | -2
59 | C#CCOC(=O)/C(=C/c1ccc(F)cc1)NC(C)=O | -3 | -5 | -1 | 7 | -2 | 5 | -2 | 0 | -1
60 | COc1ccc(NC(=O)N2CCCC2C(=O)Nc2ccccc2)cc1 (stereo unspecified) | 2 | 2 | 4 | 2 | 3 | 10 | 1 | -1 | -6

More results follow.
# | smiles | LYPLA1 counter | PAFAH2 FP inh | PREPL inhibitor | pPAFAH FP inh | PAFAH1B2 inh | ZTA DNA inh | PAFAH1B3 inh | EBNA-1 inh | LYPLA2 counter
61 | Cc1cccc(C(=O)NCC(=O)NC(C)c2ccc(-n3ccnc3)cc2)c1 (stereo unspecified) | 1 | -8 | 7 | 2 | -2 | -7 | 2 | -3 | 3
62 | COc1ccc(-n2ncc3c(NCc4ccc5c(c4)OCO5)ncnc32)cc1 | -1 | 3 | 3 | 0 | -1 | 0 | 4 | 17 | 5
63 | CCCOc1ccc(N2C(=O)CC(N3CCC(c4nncn4CC)CC3)C2=O)cc1 (stereo unspecified) | 0 | 5 | 15 | 8 | -1 | -20 | 3 | 2 | 6
64 | CCOc1ccc(NC(=O)CC2CC(C)(C)OC2=O)cc1 (stereo unspecified) | 3 | 7 | 14 | -3 | 0 | -20 | 10 | 6 | 4
